GLS inh = glutaminase GLS (human) inhibition; AID 624170; GLS enzymatic activity, qHTS titration; O94925; 410,000 tested, 0.21% active; Potency, µM (highest dose often 45.5 µM), without a hit: at the highest dose activity change, negative = inhibition, hits mostly inhibitors; also: potency is read from the fitted curve at half-maximal effect; % is scaled to controls: 0 for no effect and ±100 for the full control effect
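Human kidney-isoform GLS in 45 mM KH2PO4 pH 8.2, 0.02% Tween-20, with compound, started with 1mM L-Glutamine (added stock). Glutamate oxidase/HRP/Amplex red coupled fluorescence read at start and after 30 min at RT.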
HP1b binding inh = HP1-beta chromodomain-methylated histone interaction inhibition; P83916; AlphaScreen HP1-beta / biotin-H3K9me3 peptide binding; Potency, µM (doses to about 114 µM), for inactives: at the top dose activity change, negative = inhibition, usual class: inhibitors; 390,000 tested, 0.56% active; also: potency is read from the fitted curve at half-maximal effect; nearly all actives have a fitted effect of over 70% in size; inactives centre near 23
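Compound inhibition of the preformed complex between 50 nM HP1-beta and 50 nM biotinylated H3K9me3 peptide was read by AlphaScreen. Buffer was PBS pH 7.4 with 0.01% Tween-20. Incubations ran 30 min at room temperature, with 10 ug/mL donor/acceptor beads.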
JMJD2A Tudor = blocks the human JMJD2A Tudor domain; 390,000 tested, 4.4% active; AlphaScreen JMJD2A-Tudor / H3K4me3 peptide binding; AID 504339; Potency, µM (doses to about 114 µM), for the others: at the highest dose activity change, negative = inhibition, usual class: inhibitors; O75164; also: potency is read from the fitted curve at half-maximal effect; % is scaled to controls: 0 for no effect and ±100 for the full control effect; nearly all actives have a fitted effect of over 50% in size
Target sequence (O75164 whole entry, looked up, the tested form may be a part): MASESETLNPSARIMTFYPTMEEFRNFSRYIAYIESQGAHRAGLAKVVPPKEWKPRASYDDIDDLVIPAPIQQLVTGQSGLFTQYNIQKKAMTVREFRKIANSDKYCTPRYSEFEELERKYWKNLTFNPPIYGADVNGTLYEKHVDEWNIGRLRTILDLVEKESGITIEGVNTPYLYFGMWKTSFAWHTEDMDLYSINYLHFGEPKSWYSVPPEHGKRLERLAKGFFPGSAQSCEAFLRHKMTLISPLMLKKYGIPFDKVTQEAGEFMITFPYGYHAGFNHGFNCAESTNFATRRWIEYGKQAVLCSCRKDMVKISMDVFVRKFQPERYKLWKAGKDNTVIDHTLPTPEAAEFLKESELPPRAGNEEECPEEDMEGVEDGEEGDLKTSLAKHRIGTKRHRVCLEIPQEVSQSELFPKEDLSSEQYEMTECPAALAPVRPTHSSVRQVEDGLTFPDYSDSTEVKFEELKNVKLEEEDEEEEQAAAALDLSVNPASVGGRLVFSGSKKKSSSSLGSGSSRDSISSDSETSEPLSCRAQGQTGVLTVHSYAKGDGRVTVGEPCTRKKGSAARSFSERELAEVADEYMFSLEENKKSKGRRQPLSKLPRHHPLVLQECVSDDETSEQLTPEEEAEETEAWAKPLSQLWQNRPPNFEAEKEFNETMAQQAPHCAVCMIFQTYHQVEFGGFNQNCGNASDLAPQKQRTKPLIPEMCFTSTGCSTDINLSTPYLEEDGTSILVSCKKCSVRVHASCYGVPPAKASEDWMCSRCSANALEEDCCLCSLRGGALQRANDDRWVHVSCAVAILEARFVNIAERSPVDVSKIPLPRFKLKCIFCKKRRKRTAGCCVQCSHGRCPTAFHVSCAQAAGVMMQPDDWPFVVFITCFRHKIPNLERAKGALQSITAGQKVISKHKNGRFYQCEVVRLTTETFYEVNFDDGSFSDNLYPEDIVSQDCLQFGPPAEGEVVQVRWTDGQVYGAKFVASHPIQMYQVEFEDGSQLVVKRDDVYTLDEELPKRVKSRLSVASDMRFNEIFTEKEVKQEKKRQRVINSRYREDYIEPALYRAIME
RGS4 inh = human RGS4 inhibition; Potency, µM (highest dose often 114 µM), inactives show top-dose activity change, negative = inhibition, most hits filed as inhibitors; Transcreener GDP fluorescence polarization, RGS4-accelerated GTP hydrolysis; 390,000 tested, 0.039% active; also: potency is read from the fitted curve at half-maximal effect; % is scaled to controls: 0 for no effect and ±100 for the full control effect; nearly all actives have a fitted effect of over 75% in size; some results filed as inactive show a strong effect at the top dose
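MLSMR compounds (23 nl, pin-transferred) preincubated 10 min at room temperature with a 500nM (2x) first reagent, then RGS4 at 900nM (2x) plus Transcreener GDP mix added; fluorescence polarization (620/688 nm) read before and after 90 min at 30 °C.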
PI4K2A inh = blocks human PI4K2A kinase activity. purified PI4K2A, ADP-Glo luminescence, 1 h; stronger effect = lower value. AID 1346378. Q9BTU6. activity change, negative = inhibition, % at 76.9 µM. 420,000 tested, 0.13% active; in the data active = activity change below about -50%; inconclusive = mostly about -30% to -49%;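 also: -100% = wells without enzyme as full effect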
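PI4K2A activity was measured by ADP-Glo luminescence: enzyme (4 ug/mL stock) and phosphatidylinositol (1.2 mM stock) in Tris pH 7.5/MgCl2/EGTA/Triton X-100 buffer were reacted with ATP (300 microM stock) for one hour at ambient temperature.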
ERG Ets-DNA blk = blocks human ERG Ets domain binding to DNA; Potency, µM (highest dose often 76.9 µM), without a hit: top-dose FP activity, negative = inhibition, most hits filed as inhibitors; fluorescence polarization, His-ERG Ets domain / labelled DNA; 370,000 tested, 0.028% active; active = well fitted inhibition curve with a large enough effect in the polarisation, with a control signal flat; inconclusive = small, poorly fitted or top-dose-only effect, or effect the other way, or a change in a side signal; inactive = no such curve, though single readings can be large or run the other way; the % refers to the polarisation;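 also: polarization taken with two DNA probes labelled with fluorescein and Texas red; potency is read from the fitted curve at half-maximal effect; % of control where 0% means no effect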
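His-tagged ERG Ets domain (1 uM in the protein solution; 300mM KCl, 50mM Tris-HCl, 1mM EDTA, 1mM DTT, pH 7.5) received compound, then a probe mix of 5 nM fluorescein-DNA and 100nM Texas-615-DNA. Fluorescence polarization was read for both dyes.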
G9a inh = inhibitors of human histone lysine methyltransferase G9a | G9a H3K9 monomethylation, AlphaScreen, 2 h | Potency, µM (titrated, usually from 102 µM), for the others: at the top dose activity, negative = inhibition, hits mostly inhibitors | 350,000 tested, 8.8% active; also: potency is read from the fitted curve at half-maximal effect; % is scaled to controls: 0 for no effect and ±100 for the full control effect; nearly all actives have a fitted effect of over 75% in size
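Quantitative HTS format: methyltransferase activity on a biotin-tagged H3K9 peptide is measured by AlphaScreen, using a rabbit anti-monomethyl-H3K9 antibody with streptavidin donor and anti-IgG acceptor beads. Final levels are 20 nM enzyme, 500 nM peptide, 20 uM SAM; 2 h RT.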
BAZ2B inh = BAZ2B (human) inhibition; Q9UIF8; AlphaScreen BAZ2B-H3K14Ac peptide displacement; AID 504333; 360,000 tested, 4.4% active; Potency, µM (series often up to 114 µM), for the others: at the top dose activity change, negative = inhibition, most hits filed as inhibitors; also: potency is read from the fitted curve at half-maximal effect; % is scaled to controls: 0 for no effect and ±100 for the full control effect; nearly all actives have a fitted effect of over 60% in size
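Multi-concentration screen (max 110 uM) measuring displacement of acetylated histone H3 peptide from BAZ2B by AlphaScreen, using 50 nM protein, 50 nM peptide and 10 ug/mL streptavidin donor plus Ni-chelate acceptor beads.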
ALOX12 inh = inhibitors of human 12S-lipoxygenase ALOX12. purified 12hLO, xylenol orange hydroperoxide absorbance. 580,000 tested, 1.1% active. P18054. Potency, µM (titrated, usually from 108 µM), without a hit: top-dose activity change, negative = inhibition, actives largely listed as inhibitors. AID 1671190; also: potency is read from the fitted curve at half-maximal effect; % is scaled to controls: 0 for no effect and ±100 for the full control effect
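Hydroperoxide product was detected by ferrous iron/xylenol orange as the 573 to 405 nm absorbance ratio. Arachidonic acid at 40 uM (final) was turned over for 30 min at room temperature by 150 nM human 12hLO, pH 7.0 Hepes buffer, after 15 min compound preincubation.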
* = called active by the depositor; u = inconclusive; x = not tested or not shown; [ ] = dose if it differs, or a comment. Unless noted, calls follow the shape of the dose curve; as a rule, active = well fitted curve in the direction sought with a large enough effect; inconclusive = small, poorly fitted or top-dose-only effect, or another doubt; inactive = no such curve, though single readings can be large; an effect the other way counts as inactive or inconclusive. This is a subset; count on the stated rates, not on these rows.

mol | GLS inh | HP1b binding inh | JMJD2A Tudor | RGS4 inh | PI4K2A inh | ERG Ets-DNA blk | G9a inh | BAZ2B inh | ALOX12 inh
CCOc1ccc(CCNC(=O)CN2C(=O)NC3(CCCCC3)C2=O)cc1OCC | -0.9% | 35.4% | -0.7% | -0.5% | -1.5 | -19.9% | 0.6% | 6.3% | -15.2%
Cc1ccc(NC(=O)c2cc(S(=O)(=O)Nc3ccc(C)cc3)cs2)cc1 | 14.8% | 1.1% | -27.9% | 19.8% | 0.9 | -14.2% | x | x | u
C#CCOCCOCCOCCNc1nc(N2CCOCC2)nc(N2CCN(C(=O)CCCCCCCCCCNC(=O)[C@H]([C@@H](C)CC)n3cc(CCCCN=C(N)N)nn3)CC2)n1 | -4.5% | 19.8% | -34.3% | -11.6% | -2.2 | -8.0% | -3.3%[2.33 µM] | u | u
CCOc1ccccc1NC(=O)C1=C(C)Nc2ncnn2C1c1cccs1 (stereo not drawn) | -22.4% | 11.9%[57 µM] | -13.7% | 25.7% | 1.5 | -0.8% | 12.3%[59 µM] | -2.5% | -5.0%
CCOC(=O)c1cccc(Nc2ncnc3ccccc23)c1 | 3.0% | 26.8% | -23.7% | -16.6% | -1.2 | -12.0% | u | -2.5% | u
Cc1cccc(NC(=S)NNC(=O)CCn2nc(C)c([N+](=O)[O-])c2C)c1 | 19.1% | 6.4% | -9.0% | -13.0% | 2.4 | -5.0% | u | 1.9% | -11.0%
Cc1ccccc1NC(=O)C1Cc2ccccc2CN1C(=O)c1ccco1 (stereo not drawn) | -1.0% | 10.9% | -4.7% | -22.6% | -24.3 | 3.0% | u | -11.4% | u
Cc1cc(NC(=O)CN2C(=O)NC(CC(C)C)C2=O)ccc1Br (stereo not drawn) | 5.0% | 25.6% | -16.9% | 9.0% | 0.0 | 0.8% | 23.8%[12.7 µM] | 10.5% | -7.0%
CCc1ccc2oc(C(=O)NCCc3ccc(OC)c(OC)c3)cc(=O)c2c1 | -2.6% | 35.6% | -11.1% | 13.7% | -0.7 | 3.2% | -4.5%[59 µM] | -3.5% | -25.0%
CCOc1ccccc1-n1c(SCC(=O)N2CCCc3ccccc32)nnc1-c1cccnc1 | 5.8% | 19.7% | -13.8% | -10.8% | 2.5 | x | 7.6%[59 µM] | -10.3% | 4.9%
CC(=O)NS(=O)(=O)c1ccc(NS(=O)(=O)c2ccc(F)cc2)cc1 | 2.7% | 8.4% | -14.9% | -2.8% | 13.7 | 1.4% | -21.8% | 10.4% | 12.1%
Cc1c(Cl)cccc1NC(=O)Cn1c(CCC(=O)O)ccc1-c1ccc(Cl)cc1 | -1.9% | u | 35.5µM* | -32.6% | -2.8 | 11.2% | u | 56.2µM* | u
CNC(=O)COc1ccc(NC(=O)CCn2nc(-c3ccc(C)cc3)c3ccccc3c2=O)cc1 | -0.8% | 36.7% | -1.0% | u | 3.0 | 7.4% | 4.4%[59 µM] | 1.7%[57.1 µM] | -22.0%
O=C(CCCN1C(=O)c2cccc3cccc(c23)C1=O)N1CCN(c2ccccc2)CC1 | 14.9% | u | u | -8.1% | -1.4 | -7.3% | u | -14.5% | 9.6%
CCOC(=O)CSc1nc2ccc(NC(=O)CSc3nnnn3Cc3ccccc3)cc2s1 | 1.1% | 29.9% | -32.5% | 9.1% | -13.4 | 15.4% | u | -14.1% | -2.8%
Cc1ccc(/C=C/C(=O)NC(=S)N2CCN(C)CC2)cc1 | 5.3% | 27.3% | -20.0% | -10.9% | 3.3 | -8.0% | u | -6.1% | 1.1%
Cn1c(=O)c2c(n3c4ccccc4nc13)NC(=O)CC2c1ccccc1F (stereo not drawn) | 0.9% | 52.9%[activator] | -4.9% | -11.3% | -0.6 | 3.2% | -19.4%[59 µM] | -11.3% | -9.6%
Cc1ccc(OCC(=O)NNC(=O)CSC(=S)N2CCCC2)cc1 | 16.8% | 29.5% | -15.9% | -13.4% | 4.5 | 4.5% | 44.7µM* | -4.3% | -21.4%
COc1cc(/C=N/Nc2ccc(C(F)(F)F)cn2)cc(OC)c1O | u | -2.3% | -8.5% | -12.3% | -1.4 | -0.7% | 39.8µM* | -18.1% | u
CC(Oc1ccc2c3c(c(=O)oc2c1)CCC3)C(=O)NCC1CCC(C(=O)O)CC1 (stereo not drawn) | 0.5% | u | -16.3% | 7.4% | 1.7 | -8.3% | 7.2% | 1.2% | -6.5%
Cc1ccc(/C(O)=C2\C(=O)C(=O)N(Cc3cccnc3)C2c2ccccc2[N+](=O)[O-])cc1 (stereo not drawn) | -10.4% | 3.0% | -27.4% | -7.5% | 0.4 | -1.7% | 56.2µM* | -22.0% | -18.8%
COc1ccccc1CNc1ccc(-c2nc(-c3ccccn3)no2)cc1[N+](=O)[O-] | 4.1% | 51.1%[activator] | -17.2% | 16.9% | -1.3 | -0.2% | 2.2%[59 µM] | 12.6% | -23.7%
CC(=O)N1CCc2cc(S(=O)(=O)Nc3cccc(C(F)(F)F)c3)ccc21 | 7.5% | 8.9% | 89.1µM* | u | 5.0 | 5.0% | 6.3% | 3.4% | 0.3%
CN(C)c1cccc(C(=O)OC(C(=O)Nc2ccc(Cl)cc2C(F)(F)F)c2ccccc2)c1 (stereo not drawn) | 7.0% | 38.3% | -6.9% | 13.4% | -1.5 | -5.2% | -1.7%[59 µM] | 10.4% | 6.5%
COc1ccc(S(=O)(=O)N2CCOCC2)cc1C(=O)N1CCCCC1 | -11.1% | 30.1% | -11.1% | -21.5% | -2.0 | -19.2% | -12.9%[0.501 µM] | -10.2% | -2.0%
Cc1cc(S(=O)(=O)NC2CC(C)(C)NC(C)(C)C2)c(Cl)cc1Cl | 2.6% | 14.7% | -4.1% | -14.3% | -1.5 | -8.0% | 8.1%[0.501 µM] | -2.2% | u
CN(C(=O)Cn1cc(S(=O)(=O)N2CCN(c3ccccc3F)CC2)c2ccccc2c1=O)c1ccc(Cl)cc1 | 3.3% | 19.9% | -10.6% | 27.6% | -1.7 | 0.3% | -5.1%[59 µM] | -12.9% | -11.0%
COc1ccc(NC(=O)CSc2nc(-c3cccc(C)c3)[nH]c2-c2ccccc2)cc1OC | -15.5% | -13.6% | u | -11.7% | -2.0 | 4.6% | u | 22.4µM* | -4.5%
Cc1ccc(CN2CCN(Cc3c(C)nn(-c4ccc(F)cc4)c3C)CC2CCO)o1 (stereo not drawn) | -8.1% | 26.9% | -12.0% | -3.5% | 3.2 | -18.1% | 6.1% | -21.5% | -6.5%
Cc1ccc(S(=O)(=O)NCCC(=O)Nc2nccs2)cc1 | -8.7% | 23.9% | 1.7% | 29.6% | 1.9 | -4.6% | -8.5% | x | 8.3%
CC1(C)Cc2c(sc3c2C(=O)N(c2ccccc2)C2=NCCN23)CS1 | -6.1% | 28.1% | -17.6% | -24.5% | -9.9 | -0.3% | -4.8%[0.501 µM] | u | u
NC(=S)N/N=C/c1ncc(C(F)(F)F)cc1Cl | 3.8% | 41.7% | u | u | 4.3 | -0.3% | -28.2% | 50.1µM* | x
Cc1noc(NS(=O)(=O)c2ccc(N/C=C\C(=O)c3cccc4ccccc34)cc2)c1C | u | u | u | u | -3.4 | 0.0% | u | 50.1µM* | u
COc1ccccc1Oc1ccc(NC(=O)Cc2ccccc2)cc1 | 2.5% | 66.1%[activator] | -6.6% | -15.8% | 1.8 | -3.8% | x | x | 99.1%[activator]
COC(=O)c1c(NC(=O)CN2CCN(c3ccccc3OC)CC2)c2cc(C)ccc2n1C | 15.0% | 22.0% | -16.2% | 17.1% | -6.5 | -7.5% | -47.1% | -6.1% | -16.4%
Cc1ccc(NC(=S)NC(=O)C2CCCC2)cc1C | -3.2% | 53.8%[activator] | 6.2% | -23.6% | 4.1 | -4.4% | 35.5µM* | -7.7% | u

Profiles, quoted from the list. Screens in order: GLS inh, HP1b binding inh, JMJD2A Tudor, RGS4 inh, PI4K2A inh, ERG Ets-DNA blk, G9a inh, BAZ2B inh, ALOX12 inh
`CC(=O)NS(=O)(=O)c1ccc(NS(=O)(=O)c2ccc(F)cc2)cc1` is entered as 2.7%, 8.4%, -14.9%, -2.8%, 13.7, 1.4%, -21.8%, 10.4%, 12.1%
`CN(C)c1cccc(C(=O)OC(C(=O)Nc2ccc(Cl)cc2C(F)(F)F)c2ccccc2)c1` (stereo not drawn) is entered as 7.0%, 38.3%, -6.9%, 13.4%, -1.5, -5.2%, -1.7%[59 µM], 10.4%, 6.5%
`COc1ccc(S(=O)(=O)N2CCOCC2)cc1C(=O)N1CCCCC1` is entered as -11.1%, 30.1%, -11.1%, -21.5%, -2.0, -19.2%, -12.9%[0.501 µM], -10.2%, -2.0%
`CCc1ccc2oc(C(=O)NCCc3ccc(OC)c(OC)c3)cc(=O)c2c1` is entered as -2.6%, 35.6%, -11.1%, 13.7%, -0.7, 3.2%, -4.5%[59 µM], -3.5%, -25.0%
`Cc1ccc(NC(=O)c2cc(S(=O)(=O)Nc3ccc(C)cc3)cs2)cc1` is entered as 14.8%, 1.1%, -27.9%, 19.8%, 0.9, -14.2%, x, x, u
